# GluA2 TARP mod: GluA2-stargazin AMPA receptor complex modulation. AID 1259245. HEK293 GluA2+stargazin, membrane potential dye (FDSS), glutamate EC50; hits were called plate by plate, in both directions. calls only at 30 µM. 3.5% of 40,000 active;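 active = any of four per-well response measures lying three or more SD from its plate-wide compound average, in either direction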
# Target sequence (O88602 whole entry, looked up): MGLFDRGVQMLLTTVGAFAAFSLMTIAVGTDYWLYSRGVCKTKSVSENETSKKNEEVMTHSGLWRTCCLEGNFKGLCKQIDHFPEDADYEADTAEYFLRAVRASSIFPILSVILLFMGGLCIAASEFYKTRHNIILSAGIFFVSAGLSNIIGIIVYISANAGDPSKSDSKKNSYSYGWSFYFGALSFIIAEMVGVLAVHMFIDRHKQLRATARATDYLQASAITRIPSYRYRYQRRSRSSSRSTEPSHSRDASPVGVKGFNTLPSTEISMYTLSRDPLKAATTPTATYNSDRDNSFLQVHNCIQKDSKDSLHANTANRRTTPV
# Target sequence (P19491 whole entry, looked up): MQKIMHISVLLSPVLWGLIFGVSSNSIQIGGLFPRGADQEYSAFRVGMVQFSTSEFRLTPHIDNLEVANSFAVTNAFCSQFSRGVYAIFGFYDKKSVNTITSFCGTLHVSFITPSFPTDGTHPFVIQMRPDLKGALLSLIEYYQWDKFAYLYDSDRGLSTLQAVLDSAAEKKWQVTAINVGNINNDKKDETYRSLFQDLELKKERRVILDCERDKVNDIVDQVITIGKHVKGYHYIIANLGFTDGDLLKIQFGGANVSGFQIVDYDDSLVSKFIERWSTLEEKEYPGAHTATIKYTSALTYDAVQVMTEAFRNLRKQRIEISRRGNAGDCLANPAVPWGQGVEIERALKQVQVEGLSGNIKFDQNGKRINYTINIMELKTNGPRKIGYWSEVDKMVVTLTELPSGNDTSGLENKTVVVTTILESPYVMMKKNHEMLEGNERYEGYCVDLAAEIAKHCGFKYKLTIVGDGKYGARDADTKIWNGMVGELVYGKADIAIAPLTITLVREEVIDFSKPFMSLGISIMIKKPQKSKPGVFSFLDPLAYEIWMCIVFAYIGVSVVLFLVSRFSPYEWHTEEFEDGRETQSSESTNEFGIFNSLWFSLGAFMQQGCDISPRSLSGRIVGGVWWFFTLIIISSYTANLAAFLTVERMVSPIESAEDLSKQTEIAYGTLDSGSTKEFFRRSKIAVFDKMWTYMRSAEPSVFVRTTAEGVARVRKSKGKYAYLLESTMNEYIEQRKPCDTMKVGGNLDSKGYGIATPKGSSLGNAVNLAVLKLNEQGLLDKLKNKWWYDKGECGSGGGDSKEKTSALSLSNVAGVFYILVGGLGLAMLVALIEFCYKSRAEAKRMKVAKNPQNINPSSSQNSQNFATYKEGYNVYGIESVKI
# GluA2 TARP mod agonism max-min: second read-out of GluA2 TARP mod, no call of its own (marks repeat the call); compound max-min signal; compound-alone response (agonism);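 unitless range of fluorescence divided by baseline over first 100 seconds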
# GluA2 TARP mod glutamate slope: also measured in GluA2 TARP mod; calls as there; glutamate slope, % of max; measured here: glutamate response slope, % max;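 scaled per plate between vehicle wells and maximal 1 mM glutamate control wells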
# * marks the source's active call; other numbers are inactive results; i = inactive; + = active, no number.
SMILES	GluA2 TARP mod	GluA2 TARP mod agonism max-min	GluA2 TARP mod glutamate slope
O=C(CCc1ccccc1)Nc1ccc2c(c1)N(C(=O)c1ccco1)CC2	i	0.093	61
CCC(=O)Nc1sc2c(c1-c1nc3ccccc3s1)CCN(CC)C2	i	0.11	48
CCOC(=O)N1CCN(CC(O)COc2cc(C)ccc2C(C)C)CC1 (configuration not stated)	i	0.046	63
COc1ccc(CNC(=O)c2ccc(N3CCCCS3(=O)=O)cc2)cc1	i	0.11	50
CC(C)c1ccc(NC(=O)Cn2nc(-c3ccco3)c3sc(N4CCCCC4)nc3c2=O)cc1	i	0.069	48
O=C(CCc1ccccc1)NCC(O)(c1cccs1)C1CC1 (configuration not stated)	i	0.085	61
O=C(Nc1ccc(Br)cc1)c1ccc(=O)[nH]n1	i	0.082	50
Cc1nnc(-c2cn(CC(=O)NCc3ccccc3)c3ccccc23)o1	i	0.077	65
Cn1cccc1C(O)CNC(=O)c1ccc(F)c(F)c1 (configuration not stated)	i	0.095	64
COc1cccc(C(=O)Nc2cccc(-c3ccc(=O)n(C)n3)c2)c1OC	i	0.045	63
CC(C)Oc1ccc(C(=O)Nc2ccc3ncsc3c2)cc1	i	0.035	44
O=C(Nc1c2c(nn1-c1ccccc1)CS(=O)(=O)C2)C(=O)N1CCCC1	+	0.03*	54*
COc1ccc(NC(=O)CCn2cncn2)cc1	i	0.11	63
CCOc1ccccc1NC(=O)Nc1nnc(Cc2ccccc2)o1	i	0.1	65
COc1cccc(-n2c(=O)[nH]c3c(C(N)=O)nc(-c4ccccc4O)nc32)c1	i	0.1	51
CCOC(=O)c1nnn(CC(=O)Nc2ccc(Br)cc2F)c1C(=O)OCC	i	0.056	48
CCn1c(=O)c2c(nc3n(-c4ccccc4OC)c(C)cn23)n(C)c1=O	i	0.11	70
COc1ccc2nc(-c3cccc(NC(=O)c4ccco4)c3)cn2n1	i	0.044	28
Cn1c(-c2ccccn2)nn(CCNC(=O)C2CC(=O)N(c3cccc(F)c3)C2)c1=O (configuration not stated)	i	0.15	82
N#C/C(=C\c1ccc(Cl)cc1)c1nc2ccccc2s1	i	0.11	61
CCOC(=O)N1CCc2c(sc(NC(=O)C3CC3)c2-c2nc3ccccc3s2)C1	i	0.11	64
Cn1nc(C2CCN(C(=O)Nc3ccccc3Cl)CC2)n(-c2ccccc2)c1=O	i	0.079	62
O=S(=O)(c1ccccc1C(F)(F)F)N1CCN(c2ccc(N3CCCC3)nn2)CC1	i	0.16	48
Cc1cc(C)cc(-n2c(C)cn3c4c(=O)n(CC(N)=O)c(=O)n(C)c4nc23)c1	i	0.073	57

# Single records (already shown). Screens in order: GluA2 TARP mod | GluA2 TARP mod agonism max-min | GluA2 TARP mod glutamate slope
# Record of COc1cccc(C(=O)Nc2cccc(-c3ccc(=O)n(C)n3)c2)c1OC = i | 0.045 | 63
# Record of COc1ccc(CNC(=O)c2ccc(N3CCCCS3(=O)=O)cc2)cc1 = i | 0.11 | 50
# Record of CC(C)Oc1ccc(C(=O)Nc2ccc3ncsc3c2)cc1 = i | 0.035 | 44
# Record of COc1cccc(-n2c(=O)[nH]c3c(C(N)=O)nc(-c4ccccc4O)nc32)c1 = i | 0.1 | 51

# (further entries)
SMILES	GluA2 TARP mod	GluA2 TARP mod agonism max-min	GluA2 TARP mod glutamate slope
CCCCN(C)S(=O)(=O)c1cc2c3c(c1)CCC(=O)N3CCC2	i	0.076	68
Cc1ccc(-c2cc(C(F)F)n3ncc(C(=O)N4CCN(c5ncccn5)CC4)c3n2)cc1	i	0.084	55
COc1ccc(C(=O)Nc2ccc(CC(=O)N3CCOCC3)cc2)c(OC)c1OC	i	0.051	35
Cc1nnc(NC(=O)CSc2c(C)cnc3c2c(=O)n(C)c(=O)n3C)s1	i	0.094	64
CCCCN1CC(c2nc3ccccc3n2CCOc2ccccc2Cl)CC1=O (configuration not stated)	i	0.086	63
CCOc1ccc(C(=O)CSc2nc3cc(C(=O)NCCOC)ccc3c(=O)n2CCOC)cc1	i	0.055	52
O=C(Cc1csc(Nc2cccc(Cl)c2)n1)Nc1cccnc1	i	0.17	43
COc1cc(C)c(C(C)C)cc1S(=O)(=O)N1CCC(C)CC1	i	0.08	41
Cc1ccc(C(=O)Nn2cnc3c(cnn3-c3ccccc3)c2=O)cc1[N+](=O)[O-]	i	0.074	63
O=C(CCN1C(=O)c2ccccc2S1(=O)=O)Nc1ccc(C(F)(F)F)cc1	i	0.052	44
COc1cccc(C(CNC(=O)C(=O)Nc2cccc(C)c2)N2CCOCC2)c1 (configuration not stated)	i	0.046	54
COc1ccc(S(=O)(=O)N2CCN(c3ccc(-c4ccncc4)nn3)CC2)cc1C	+	0.23*	43*
Cc1ccccc1Cn1c(=O)n(CCCC(=O)NCc2ccc3c(c2)OCO3)c(=O)c2ccccc21	i	0.056	31
COc1ccc(OCC(=O)Nc2ccc(N3CCCCC3=O)c(C)c2)cc1	i	0.085	49
O=C(/C=C1\SC(=O)N(CC(=O)Nc2ccccc2)C1=O)Nc1ccc(F)cc1	i	0.042	42
O=C(NCC1CCN(c2ncccn2)CC1)C(=O)Nc1ccc(F)c(Cl)c1	i	0.11	61
Brc1cccc(-c2nnc3sc(-c4cccnc4)nn23)c1	+	0.17*	65*
COc1ccc(CCC(=O)NCc2ccsc2)cc1	i	0.069	51
CS(=O)(=O)c1ccc(CC(=O)Nc2nc(-c3ccc4c(c3)CCCC4)cs2)cc1	i	0.095	55
CCC(CC)C(=O)N1CCC2(CC1)NC(=O)N(Cc1ccc(Cl)cc1)C2=O	i	0.058	35
O=C(Cc1ccc(NC(=O)C23CC4CC(CC(C4)C2)C3)cc1)N1CCCC1	i	0.036	30
COc1ccc(CC(=O)Nc2ccc(CC(=O)N3CCCC3)cc2)cc1	i	0.039	26
Cc1ccc(CNC(=O)/C(C#N)=C2\N=C(NC(=O)c3cccnc3)c3ccccc32)cc1	i	0.17	55
COc1ccc(NC(=O)CSc2ccc(NC(=O)c3ccco3)nn2)c(OC)c1	i	0.069	46
Cc1ccc(-n2nnc3c(N4CCN(C(=O)/C=C\c5ccccc5)CC4)ncnc32)cc1	i	0.03	55
CC(Sc1nc(-c2ccccc2)cc(C(F)(F)F)n1)C(=O)Nc1sc2c(c1C(N)=O)CCC2 (configuration not stated)	i	0.086	12
CC(C)(C)OC(=O)N1CCN(CCn2cccn2)CC1	i	0.032	40
COc1ccc(Nc2cc(C)nc(N3CCN(C(=O)C4CCCC4)CC3)n2)cc1	+	0.15*	57*
Cc1cccc(-n2c(C)c(C)n3c4c(=O)n(CC(=O)C(C)(C)C)c(=O)n(C)c4nc23)c1C	i	0.058	37
COCc1cnc2c(c1SCC(=O)Nc1cc(Cl)ccc1OC)c(=O)n(C)c(=O)n2C	i	0.066	43
Nc1c(C(=O)Nc2ccc(F)cc2)nnn1-c1ccc(F)cc1	i	0.074	49
Cc1sc(NC(=O)Nc2ccccc2)c(C(N)=O)c1C	i	0.091	55
Cn1c(=O)c2c(nc(NCc3ccccc3)n2CC(=O)N=Nc2c(O)[nH]c3ccccc23)n(C)c1=O	+	0.2*	69*
COc1ccc(C(=O)NCc2ccsc2)c(OC)c1	i	0.093	53
Cc1cc(NC(=O)c2ccc(=O)[nH]n2)no1	i	0.13	58
CCC(C)c1ccccc1OCC(O)CN (configuration not stated)	i	0.063	40
O=C(c1ccccc1F)N1CCC(CNS(=O)(=O)C2CC2)CC1	i	0.042	30
CCOCCn1c(=O)c2c(nc(-n3nc(C)cc3C)n2C(C)C)n(C)c1=O	i	0.045	29
O=C(Cc1ccccc1)NCCOc1ccc2nnc(-c3ccccc3Cl)n2n1	i	0.029	34
COc1ccccc1C(=O)Nc1ccc(CC(=O)NCc2cccs2)cc1	i	0.085	43

# Reprinted from the part before: four entries, then new ones.
SMILES	GluA2 TARP mod	GluA2 TARP mod agonism max-min	GluA2 TARP mod glutamate slope
O=C(c1ccccc1F)N1CCC(CNS(=O)(=O)C2CC2)CC1	i	0.042	30
CCOCCn1c(=O)c2c(nc(-n3nc(C)cc3C)n2C(C)C)n(C)c1=O	i	0.045	29
O=C(Cc1ccccc1)NCCOc1ccc2nnc(-c3ccccc3Cl)n2n1	i	0.029	34
COc1ccccc1C(=O)Nc1ccc(CC(=O)NCc2cccs2)cc1	i	0.085	43
O=C(NCCOc1ccc2nnc(-c3cccc(F)c3)n2n1)C1CC1	i	0.15	49
CCOc1ccc(S(=O)(=O)NCC(O)(c2ccccc2)C(F)(F)F)cc1F (configuration not stated)	i	0.22	47
O=S(=O)(c1cc(F)cc(F)c1)N1CCN(CC(F)(F)F)CC1	i	0.083	55
COc1ccc(-c2ccc(C)c(NC(=O)c3ccccc3OC)c2)nn1	+	0.12*	42*
COc1ccccc1-c1c(C)nn2c(NCc3ccccc3)cc(C)nc12	i	0.12	57
O=C(c1ccc2ncsc2c1)N(CCN1CCOCC1)c1nc2ccc(Cl)cc2s1	i	0.058	57
C=CCc1c(C)nc2c(-c3ccccc3)cnn2c1NCCN1CCOCC1	i	0.16	50
COc1ccccc1NC(=O)C(=O)NCC1CCN(Cc2cc(C)oc2C)CC1	i	0.089	55
O=C(NCC(O)(c1cccs1)C1CC1)c1ccco1 (configuration not stated)	i	0.12	40
Cc1ccc(Cl)cc1N1CCN(C(=O)Cc2c(C)[nH]c(=O)[nH]c2=O)CC1	i	0.11	64
COc1ccc(CC(=O)Nc2cccc(N3CCCCC3=O)c2)cc1OC	i	0.089	58
COCC(=O)N1CCCc2ccc(NC(=O)CCSc3ccccc3)cc21	+	0.1*	42*
COc1ccc(S(=O)(=O)Nc2nc(CCC(=O)Nc3ccc4c(c3)OCO4)cs2)cc1	i	0.095	56
O=C1CN(c2ccccc2NC(=O)NCc2cccc3ccccc23)CCN1	i	0.11	67
Fc1ccc(-c2csc3ncnc(N4CCN(C5CCCC5)CC4)c23)cc1	i	0.051	65
CCCCN1C(=O)CCc2cc(NC(=O)c3cc(OCC)c(OCC)c(OCC)c3)ccc21	i	0.062	47
CN1CCN(/C=C(\C#N)C(=O)NCc2ccccc2)CC1	i	0.14	87
O=C(COc1ccc(Cl)cc1)NCCS(=O)(=O)N1CCN(c2ccccn2)CC1	i	0.073	60
Cc1cc(NC(=O)C(=O)NCC(c2cccs2)N2CCOCC2)c2ccccc2n1 (configuration not stated)	+	0.18*	71*
O=C(CSc1nc2c(c(=O)[nH]1)CN(Cc1ccccc1)CC2)N1CCN(c2ccc(F)cc2)CC1	i	0.095	64
CC(=O)N1CCN(c2ccnc3c2c(=O)n(CC(=O)Nc2ccc(Cl)cc2)c(=O)n3C)CC1	i	0.12	69
Cc1ccc(N2CCN(S(=O)(=O)c3ccc(C)c(C)c3)CC2)c(C)c1	i	0.065	61
O=C(NCC(O)(c1ccccc1)C(F)(F)F)c1ccc2c(c1)OCO2 (configuration not stated)	i	0.13	46
COc1cn(CC(=O)Nc2c(C)cc(C)cc2C)c(CSc2nc(C)cc(C)n2)cc1=O	i	0.065	50
Cc1cc(C)c2sc(N(Cc3ccccn3)C(=O)CSCc3ccccc3)nc2c1	i	0.099	49
O=C(NCCN1CCOCC1)C(=O)NCC(F)(F)F	i	0.14	47
O=C(Nc1cccc(-c2nc3cccnc3s2)c1)Nc1ccccc1Cl	i	0.12	60
Cc1ccc(N2CCCn3c2nc2c3c(=O)n(CC(N)=O)c(=O)n2C)c(C)c1	i	0.085	63
CCOc1ccc(NC(=O)CSc2nc(=O)n(CCO)c3c2CCCC3)cc1	+	0.04*	31*
CCSc1nn(CC(=O)Nc2ccc(F)cc2)c(N)c1S(=O)(=O)c1ccc(C)cc1	i	0.16	46
NC(=O)C1Cc2ccccc2N1C(=O)CC(c1ccccc1)c1ccccc1 (configuration not stated)	i	0.087	45
CCOC(=O)c1c(NC(=O)CSc2nnc3cc(C)c4ccccc4n23)sc(C)c1C	i	0.069	33
CC(C)c1ccc(NC(=O)CN2C(=O)c3ccccc3S2(=O)=O)cc1	i	0.099	48
CSCCC(C)(O)CNS(=O)(=O)c1cc(C)c(C)cc1C (configuration not stated)	i	0.13	57
CCOC(=O)C1=C(C)NC(C)=C(C(=O)OCC)C1	i	0.051	48
Cc1cccc(N2CC(c3nc4ccccc4n3Cc3ccccc3C)CC2=O)c1 (configuration not stated)	i	0.073	56
COc1ccc(-c2cc(NS(=O)(=O)c3ccccc3)n(C3CCS(=O)(=O)C3)n2)cc1 (configuration not stated)	i	0.098	60
O=C(NCCC(c1ccccc1)c1ccccc1)C(=O)Nc1cccc([N+](=O)[O-])c1	i	0.07	49
Cc1ccc(-c2csc(NC(=O)C3CCCN(S(C)(=O)=O)C3)n2)cc1 (configuration not stated)	i	0.045	35
CCOCC(=O)NCC(c1ccc(C)cc1)N1CCN(C)CC1 (configuration not stated)	i	0.037	69
O=C(NCc1cccs1)C(=O)NCC1CCN(Cc2cccs2)CC1	i	0.052	58
O=C(NC(C(=O)N1CCOCC1)C12CC3CC(CC(C3)C1)C2)c1ccc(F)cc1 (configuration not stated)	i	0.098	49
COc1ccc2c(=O)c(Oc3ccc(C(=O)N4CCC(C(N)=O)CC4)cc3)c(C)oc2c1	i	0.1	54
CCOC(=O)N1CCc2c(sc(NC(C)=O)c2-c2nc3ccccc3s2)C1	i	0.05	56
COCCCNC(=O)c1c(C(F)(F)F)nn(C2CCN(C(C)C)CC2)c1C	i	0.089	61

# Bioassay records: PubChem, Vanderbilt High Throughput Screening Facility

# A portion of the library; rates above refer to the full screens.
